Large T inhibition = SV40 large T antigen inhibitors, biochemical (AID 1903). SV40 large T antigen ATPase/helicase inhibition assay; higher % means a stronger effect. actives 0.39% (n = 310,000). inhibition, % at 20 µM, or IC50 in µM where a hit was titrated; in the data active = a potency from the dose series; inconclusive = inhibition mostly from about 32% at the one dose, without a potency; inactive = the rest, 99 in 100 with inhibition below about 32%; also: strong numbers were not always called active
Siah-1 displacement = blockers of Siah-1 interaction with plectin peptide – biochemical, fluorescence polarization, rhodamine-plectin, uHTS, primary screen (AID 1817) | actives 0.02% (n = 290,000) | displacement, % at 20 µM, or IC50 in µM where a hit was titrated | Siah-1 / rhodamine-plectin peptide fluorescence polarization; higher % means a stronger effect;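 active = displacement of at least 50% at 20 µM, with a fluorescence ratio check between 0.3 and a set limit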;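 also: plate controls were Siah plus tracer with DMSO for no effect and tracer alone without Siah for full effect; strong numbers were not always called active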
Dengue-2 NS5 capping = flavivirus cap methylation enzyme inhibition – biochemical, confirmation dose response, primary screen (AID 588689). Dengue-2 NS5 methyltransferase capping enzyme assay, biochemical; higher % means a stronger effect. inhibition, % at 25 µM; hits with a dose series show IC50 in µM. actives 0.3% (n = 340,000); in the data active = a potency from the dose series; inconclusive = inhibition above about 29% without an active follow-up result
UTI89 phage lysis = protection from phage-mediated lysis, alamar blue read-out – E. coli UTI89, K1F phage, bacterial capsule biogenesis inhibitors (AID 488966); E. coli UTI89 K1F phage lysis, alamar blue, 2 h; higher % means a stronger effect; inhibition, % at 100 µM, or IC50 in µM where a hit was titrated; actives 0.02% (n = 340,000);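 active = phage lysis inhibition, versus mean bacterial control, above a set limit; inconclusive = no clear call, values can overlap the other calls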;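 also: capsule biogenesis inhibitors block K1F phage lysis so surviving cells raise fluorescence; higher fluorescence means more inhibition of phage lysis; actives were called in the ten point dose series up to 300 µM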
RSV antiviral HEp-2 = RSV antiviral activity via CPE protection, HEp-2 cells, primary 10 µM value included (AID 2391); HEp-2 cells, RSV-induced CPE inhibition; higher % means a stronger effect; CPE inhibition, % at 10 µM, or IC50 in µM where a hit was titrated; actives 0.13% (n = 310,000); in the data active = a potency from the dose series; inconclusive = CPE inhibition mostly from about 23% at the one dose, without a potency; inactive = the rest, 99 in 100 with CPE inhibition below about 21%; also: strong numbers were not always called active
NTR1 agonist = agonists of NTR1, primary screen, imaging, U2OS cells, beta-arrestin-GFP, high content (AID 493036) | NTR1-U2OS beta-arrestin-GFP spot imaging, agonist mode | actives 0.17% (n = 330,000) | activation, % at 20 µM;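 active = activation at or above 40% of the spot to cytoplasm intensity ratio, with at least 20 cells analyzed; inconclusive = wells under 20 cells, flagged as cytotoxic or low count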;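 also: 0% = DMSO without peptide and 100% = 100 nM NTR1 peptide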
Target sequence (P30989 whole entry, looked up): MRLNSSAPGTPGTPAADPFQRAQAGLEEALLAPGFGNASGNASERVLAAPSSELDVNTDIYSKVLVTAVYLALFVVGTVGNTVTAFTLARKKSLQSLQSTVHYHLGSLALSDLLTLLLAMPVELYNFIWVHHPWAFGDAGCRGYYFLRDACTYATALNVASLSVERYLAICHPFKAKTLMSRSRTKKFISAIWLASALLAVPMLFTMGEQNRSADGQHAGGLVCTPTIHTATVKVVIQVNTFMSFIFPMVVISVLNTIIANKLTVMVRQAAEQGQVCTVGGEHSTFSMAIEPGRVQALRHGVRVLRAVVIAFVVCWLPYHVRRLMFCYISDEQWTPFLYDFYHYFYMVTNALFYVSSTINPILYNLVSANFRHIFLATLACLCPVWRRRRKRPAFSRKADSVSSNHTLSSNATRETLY
AID2073 = inhibitors of Mint1-CaV2.2 protein interaction, biochemical, HTRF (AID 2073); HTRF protein-protein interaction, Mint1-CaV2.2; higher % means a stronger effect; inhibition, % at 20 µM, or IC50 in µM where a hit was titrated; actives 0.19% (n = 290,000); in the data active = inhibition mostly above about 51%, no sharp cut-off; inconclusive = no clear call, values can overlap the other calls; inactive = mostly below about 53%; also: some results filed as inactive read as strong as hits
MgcRacGAP inhibition = MgcRacGAP GTPase-activating activity inhibitors, confirmation, biochemical, ADP Hunter fluorescence. MgcRacGAP-stimulated Rac1 GTP hydrolysis, ADP Hunter fluorescence; higher % means a stronger effect; GST-tagged Rac1 F28L mutant substrate. inhibition, % at 30 µM, or IC50 in µM where a hit was titrated. actives 0.6% (n = 340,000);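 active = first-screen hits whose inhibition reached a set limit at any dose in the follow-up dose series; inconclusive = inhibition above the set first-screen limit but never retested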;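 also: fluorescence reports GDP produced by GAP-driven GTP hydrolysis; strong numbers were not always called active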
West Nile antiviral = inhibition of WNV-induced cytopathic effect – cell-based, CPE readout (AID 1621); West Nile virus-infected cells, CPE inhibition; higher % means a stronger effect; one-dose CPE inhibition, % at 10 µM; IC50 in µM for titrated hits; actives 0.02% (n = 290,000); in the data active = a potency from the dose series; inconclusive = CPE inhibition mostly from about 3.7% at the one dose, without a potency; inactive = the rest, 99 in 100 with CPE inhibition below about 2.2%; also: strong numbers were not always called active
NTR1 agonist cell count 20 µM = recorded beside NTR1 agonist, whose call it bears; cell count; measured here: cell count, cytotoxicity flag
Active calls of the source: *; ? = inconclusive; · = not tested or not shown; [ ] = another dose, or the depositor's remark.

smiles	Large T inhibition	Siah-1 displacement	Dengue-2 NS5 capping	UTI89 phage lysis	RSV antiviral HEp-2	NTR1 agonist	NTR1 agonist cell count 20 µM	AID2073	MgcRacGAP inhibition	West Nile antiviral
O=C(Cn1c(=O)oc2cc(S(=O)(=O)N3CCOCC3)ccc21)N1CCc2ccccc2C1	-1%	-1%	-4%	-0.3%	-0.3%	-0.7	99	-3%	0%	0.1%
COc1cccc(/C=N/NC(=O)CN2CC(c3ccccc3)CC2=O)c1O (stereo not drawn)	16%	-7%	1%	-2.1%	5.9%	-0.9	35	9%	4%	-1.6%
COc1ccccc1C(=O)NNC(=S)NC(=O)c1sc2ccccc2c1Cl	10%	22%	4%	-0.1%	2.0%	5.7	47	10%	15%	1.6%
O=C(Nc1ccccc1N1CCN(C(=O)c2ccccc2)CC1)c1cc2ccccc2o1	-2%	5%	-4%	0.2%	3.4%	14	56	9%	8%	0.2%
Cc1ccc(S(=O)(=O)N2CCOCC2)cc1NC(=O)CN1C(=O)CN(C)C1=O	·	·	1%	1.1%[50 µM]	·	0.0	45	·	7%	·
O=C(NCc1ccccc1)c1ccc(=O)oc1	2%	0%	-5%	0.5%	1.9%	0.9	40	-15%	3%	0.2%
CCN(CC)C(=O)c1csc(Nc2ccc(C)cc2)n1	2%	-5%	-5%	-0.1%	4.4%	-0.8	62	2%	9%	0.1%
Cc1ccc(NC(=O)CCc2c(C)nc3ncnn3c2C)nc1	8%	0%	-4%	0.2%	0.7%	-1.5	72	8%	2%	0.1%
CCN(CC)S(=O)(=O)c1ccc(OC)c(NC(=O)Cc2cccs2)c1	0%	28%	-4%	0.3%	0.6%	5.8	55	36%	10%	?
C=CCN=c1sc(C(=O)OC)cc(=O)n1CC=C	5%	2%	2%	5.5%	2.7%	0.7	60	-2%	0%	-0.3%
Cc1[nH]c(=O)[nH]c(=O)c1S(=O)(=O)N1CCC(C(=O)N2CCN(Cc3ccccc3)CC2)CC1	8%	-1%	-1%	0.1%	1.1%	2.4	57	10%	8%	0.3%
c1ccc(COc2ccc(OCCN3CCCCC3)cc2)cc1	8%	-5%	-5%	0.0%	0.4%	-0.3	58	11%	17%	-1.7%
O=C1/C(=C/c2cccs2)COc2ccccc21	3%	6%	8%	0.8%	0.6%	0.1	76	0%	6%	-0.8%
C=CCN1C(=O)C(CC(=O)NCC)SC1=Nc1ccccc1CC (stereo not drawn)	2%	8%	-6%	0.0%	0.7%	0.2	58	5%	9%	-1.3%
CCOC(=O)c1c(S(=O)(=O)NCC(=O)Nc2cccc(C)c2C)c(C)n(C)c1C	-4%	-5%	-2%	-0.1%	-0.7%	-1.2	52	8%	-6%	-0.6%
COc1ccc(O)c(C(=O)c2cnc3c(c2)CN(C)C(=O)N3)c1	6%	2%	-11%	-0.8%	4.4%	-0.5	33	10%	8%	-0.5%
N#CCCS(=O)(=O)c1nnnn1-c1ccccc1	·	1%	·	·	0.1%	·	·	-17%	·	0.1%
C#CC[N+](C)(C)CCCCCCCCC	6%	-7%	-2%	8.5%	5.7%	1.3	55	0%	-5%	-0.3%
Cc1ccc(Nc2nc(N)nc(CSc3nccn3C)n2)c(C)c1	5%	4%	-1%	8.5%	0.7%	0.6	71	-4%	7%	-0.2%
CCOc1ccc(NC(=O)C2CC(=O)N(CC)C(=Nc3ccc4c(c3)OCO4)S2)cc1 (stereo not drawn)	2%	4%	-7%	-0.1%	-1.0%	3.4	52	-4%	10%	-0.1%
COc1ccc(-c2nnc(SCC(=O)NC3CC3)o2)cc1	·	·	-8%	0.7%[50 µM]	2.8%	2.4	66	·	4%	·
CCCN(CCC)C1=CC(=[N+]2CCCC2)CC(C)(C)C1	10%	-1%	7%	4.4%[50 µM]	-0.4%	5.6	64	-9%	4%	1.0%
CCOc1ccc(CC(=O)NNC(=O)NC2CCCCC2)cc1	-2%	8%	-9%	0.2%	0.3%	-0.8	40	8%	7%	-0.1%
CCC(=O)c1cc(F)c(N2CCN(S(=O)(=O)c3ccccc3)CC2)cc1C	1%	3%	2%	0.5%	?	1.4	48	18%	11%	-0.9%
CCOC(=O)C1CCCN(C(=O)CSc2ccc(NC(C)=O)cc2)C1 (stereo not drawn)	6%	0%	-2%	0.3%	0.6%	2.7	60	-13%	13%	0.4%
O=C(Nc1cc(Cl)ccc1-n1cncn1)c1cccc(S(=O)(=O)N2CCOCC2)c1	·	·	-10%	0.8%[50 µM]	2.1%	2.0	62	·	0%	·
COc1ccc([N+](=O)[O-])cc1NC(=O)Cc1ccc(C)cc1	9%	-1%	-5%	0.6%	2.0%	2.2	35	6%	2%	-1.4%
Cc1cccc(C(=O)OCC(=O)NCC2COc3ccccc3O2)c1 (stereo not drawn)	·	·	-6%	0.8%[50 µM]	1.3%	0.1	63	·	4%	·
CCOC(=O)/C(C(N)=NC(C)C)=C(\O)c1ccccc1	-10%	25%	0%	-0.5%	2.0%	2.0	79	-6%	7%	-0.6%
Cc1ccc(C(=O)NCC(=O)OC(C)C(=O)Nc2ccc(N(C)C)cc2)cc1C (stereo not drawn)	?	-8%	4%	-1.1%	0.3%	-0.1	41	-5%	?	0.1%
Cc1cc(C)cc(N(C(=O)CNC(=O)c2ccco2)C(C(=O)NC2CCCC2)c2cccnc2)c1 (stereo not drawn)	0%	3%	2%	-0.7%	0.6%	-0.9	63	-10%	8%	-0.6%
CCN(c1ccc(F)cc1)S(=O)(=O)c1ccc2[nH]cc(C(=O)NCCCN3CCOCC3)c(=O)c2c1	1%	2%	-7%	-0.3%	-1.0%	0.2	44	-6%	5%	-0.1%
O=C(COC(=O)Cc1cccc(F)c1)NCCc1ccccc1	·	·	-10%	0.3%[50 µM]	0.4%	-0.7	54	·	2%	·
CNC(=O)c1[nH]cnc1C(=O)N[C@@H](CC(C)C)C(=O)OCc1ccccc1	5%	21%	6%	-4.1%	8.3%	-2.8	88	7%	3%	-0.1%
O=C(CCn1c(=S)oc2ccccc21)N1CCCCC1	9%	0%	0%	0.1%	2.0%	-0.8	82	-6%	10%	-0.5%
COC(=O)N1CCN(c2ccc(C(C)=O)cc2)CC1	2%	4%	-5%	2.2%	-0.4%	1.9	63	2%	5%	-0.6%
O=C(Nc1cccc2c1CCCC2)C1CCCN(S(=O)(=O)c2cccc3nonc23)C1 (stereo not drawn)	2%	2%	13%	0.1%	3.1%	4.8	57	-2%	3%	0.4%
CC(C)C[C@H](NC(=O)N1CC(=O)Nc2ccccc21)C(=O)N1CCC[C@H]1C(=O)O	4%	3%	-2%	7.3%	·	1.8	89	13%	1%	0.1%
COc1ccc(-n2nnnc2SCC(=O)Nc2ccc3c(c2)OCCO3)cc1OC	11%	-2%	-2%	5.4%	1.5%	0.4	67	6%	7%	-0.3%
CCNC(=S)N1C2CCC1CC(NC(=O)Nc1ccc(C(=O)OCC)cc1)C2 (stereo not drawn)	8%	0%	-3%	0.1%	1.9%	0.0	56	-12%	1%	0.4%
Clc1cccc2c3c([nH]c12)CCNC3	6%	-2%	-1%	-0.1%	0.5%	-1.5	91	-12%	2%	-0.3%
COc1ccc(N(C(=O)c2ccco2)C(C(=O)NC2CCCC2)c2ccc(N(C)C)cc2)cc1 (stereo not drawn)	19%	6%	4%	-0.1%	4.0%	0.4	39	-3%	12%	-0.5%
COc1ccc(N2C(=O)C(Cl)=C(N3CCCC(C)C3)C2=O)cc1 (stereo not drawn)	5%	0%	10%	1.7%	-1.7%	4.4	52	8%	15%	0.4%
O=C(CSC1=NCCN1)Nc1ccccc1[N+](=O)[O-]	30%	-5%	0%	0.8%	2.8%	7.4	55	-8%	8%	-0.3%
N#C/C(=C\c1ccc(O)c(O)c1)C(=O)N1CCCC1	?	-4%	-26%	0.4%	-0.6%	0.2	55	-9%	?	0.1%
CCOc1ccc(CNC(=S)N/N=C/c2ccc(OC)c(OC)c2)cc1	9%	11%	-4%	2.4%[50 µM]	9.4%	1.4	67	-1%	10%	-0.7%
CCOC(=O)c1c(C)[nH]c(C(=O)CSc2ccc(Cl)cc2)c1C	21%	1%	1%	9.9%	0.0%	2.3	57	12%	0%	-1.0%
Cc1ccc(-n2ncc3c(SCC(=O)NNC(=O)c4ccco4)ncnc32)cc1	4%	28%	2%	-1.2%	4.8%	0.5	31	-3%	3%	1.2%
CCc1ccc2c(CN3CCN(S(=O)(=O)c4cccs4)CC3)cc(=O)oc2c1	9%	12%	-7%	-5.7%	18%	5.7	55	10%	10%	0.9%
COc1ccccc1N1C[C@@H]2C[C@@H](c3ccco3)N3CCC[C@@]23C1=O	7%	-6%	-12%	4.1%	0.2%	-0.2	30	3%	-2%	0.2%
Cc1cc(C)cc(OCC(=O)OC(C)C(=O)Nc2ccc(Cl)cn2)c1 (stereo not drawn)	19%	·	-6%	-0.3%[50 µM]	-0.7%	-0.3	77	·	13%	·
CC(=O)CC(c1ccccc1)S(=O)(=O)c1ccc(C)cc1 (stereo not drawn)	5%	-2%	-6%	3.3%	0.3%	0.5	84	2%	6%	-0.6%
CCN(CC)C(=O)/C(=C/c1ccc2c(c1)OCO2)NC(=O)c1ccc(Br)cc1	14%	6%	-5%	0.1%	2.5%	1.1	94	14%	8%	-0.9%
CCOc1ccc(-c2nc3n(c(=O)c2C#N)CCS3)cc1	24%	6%	2%	-0.1%	2.0%	-0.8	108	11%	12%	0.1%
CC(C)(C)c1cnnn1-c1ccc(/C=N/Nc2ccc([N+](=O)[O-])cc2)cc1	5%	-5%	-10%	0.0%	7.2%	2.0	75	6%	6%	-1.3%
COc1ccc2nc(/C(C#N)=C\c3ccc(C(=O)O)cc3)[nH]c2c1	?	-8%	-27%	-0.8%	-0.5%	-0.5	43	?	13%	0.1%
CS(=O)(=O)NCC(c1cccnc1)N1CCN(c2ccc(F)cc2)CC1 (stereo not drawn)	37%	-1%	1%	-0.7%	·	·	·	9%	8%	0.2%
CC(=O)c1cccc(NC(=O)c2c(C)nn(-c3ccccc3)c2Cl)c1	8%	4%	·	2.6%	7.1%	-1.3	68	3%	-1%	0.3%

An unsorted share of the library; overall some 1.6% were active at least once.
